HPDE-C7K KRASV12 – cytotoxicity in KRAS-transformed pancreatic duct cells, primary screen, cell-based, fluorescence, HTS (AID 431); HPDE-C7K KRASV12 cells, Alamar Blue viability, 48 h; higher % means a stronger effect; 1.7% of 63,000 active; one-dose cytotoxicity, % at 10 µM; EC50 in µM for titrated hits;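 active = compounds whose percent cytotoxicity in the single-dose primary screen, scaled between solvent and toxic-drug controls, exceeds 50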;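 also: 0% = DMSO solvent wells and 100% = doxorubicin-treated wells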
PMK inhibit – S. pneumoniae PMK inhibitors, primary screen, biochemical, mevalonate pathway, pilot trial included. phosphomevalonate kinase (Streptococcus pneumoniae D39). inhibition, % at 10 µM. purified PMK, PK/LDH-coupled NADH absorbance 340 nm. 0.49% of 65,000 active;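 active = top-ranked compounds by inhibition in the single 10 µM screen, taking a fixed number of the strongest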;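 also: 0% = full reaction with DMSO carrier and 100% = background rate without enzyme reaction; no value below 0 was filed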
Alkaline phosphatase – human TNAP enzyme inhibitors, biochemical, luminescent (AID 518) | Alkaline phosphatase, tissue-nonspecific isozyme (Homo sapiens) | purified TNAP enzyme, luminescent substrate readout; higher % means a stronger effect | inhibition, % at 20 µM, or IC50 in µM where a hit was titrated | 0.09% of 64,000 active; in the data active = a potency from the dose series; inactive = the rest, 99 in 100 with inhibition below about 22%;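 also: plate controls were vehicle for no effect and reference inhibitor for full effect; many of its hits are not listed in these tables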
HT1080 viability – cytotoxicity in HT1080 fibrosarcoma cells, cell-based, fluorescence readout (AID 620); cytotoxicity, % at 10 µM; hits with a dose series show EC50 in µM; HT1080 viability, fluorescence; higher % means a stronger effect; 0.42% of 87,000 active;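 also: cells exposed to compound overnight then 4 h with Alamar Blue; 0% = vehicle DMSO and 100% = killing control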
LYP phosphatase – LYP phosphatase inhibitors, primary screen, biochemical, DiFMUP fluorescence, recombinant catalytic domain, 10 µM (AID 606) | recombinant LYP catalytic domain, DiFMUP fluorescence; higher % means a stronger effect | inhibition, % at 10 µM; hits with a dose series show IC50 in µM | 52,000 tested, under 10 active;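 active = IC50 under 40 µM in the dose-response test; inactive = IC50 of 40 µM or more, or never dose-tested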
Bfl-1 displacement – Bfl-1 inhibitors, primary screen, biochemical, fluorescence polarization, FITC-Bid, mouse (AID 432); Bcl-2-related protein A1 (Mus musculus); FITC-Bid BH3 peptide fluorescence polarization displacement; higher % means a stronger effect; displacement, % at 20 µM, or IC50 in µM where a hit was titrated; 0.02% of 64,000 active; in the data active = a potency from the dose series; inactive = the rest, 99 in 100 with displacement below about 15%; also: strong numbers were not always called active
Spn DPM-DC inh – S. pneumoniae DPM-DC inhibitors, primary screen, biochemical, PK/LDH-coupled NADH fluorescence | 0.49% of 65,000 active | purified DPM-DC | diphosphomevalonate decarboxylase (Streptococcus pneumoniae D39) | AID 556, 2006 | calls only at 10 µM;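 active = the 320 compounds with the highest percent inhibition in the single-dose primary screen, excluding strongly autofluorescent ones, cut at about 32% in these data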;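 also: kinetic rate of NADH fluorescence loss reporting ADP formed by the decarboxylase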
Spn MK inh – S. pneumoniae MK inhibitors, primary screen, biochemical, PK/LDH-coupled NADH absorbance | mevalonate kinase [Streptococcus pneumoniae D39] | purified MK, PK/LDH-coupled NADH absorbance 340 nm | inhibition, % at 10 µM | 0.48% of 65,000 active | AID 555, 2006;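 active = ranked among the strongest by inhibition in the single 10 µM screen, a fixed top-ranked set picked for dose follow-up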; also: no value below 0 was filed
HPDE-C7 cytotoxicity – cytotoxicity in HPDE-C7 cells, cell-based, fluorescence, HTS (AID 430) | cytotoxicity, % at 10 µM, or EC50 in µM where a hit was titrated | 1.8% of 63,000 active | HPDE-C7 pancreatic duct cells viability, fluorescence; higher % means a stronger effect;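 also: cells exposed to compound for 48 hours before viability readout; 0% = vehicle and 100% = reference cytotoxic drug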
PMK inhibit pilot replicates – second read-out of PMK inhibit, no call of its own (marks repeat the call); inhibition, %; measured here: pilot screen replicates
Spn MK inh pilot replicates – further read-out of Spn MK inh, marked with its call; inhibition, %; measured here: pilot screen replicates
Spn DPM-DC inh pilot screen % – recorded beside Spn DPM-DC inh, whose call it bears; inhibition, %; measured here: pilot screen trials
Starred values were filed as active, the others as inactive; i = inactive; nt = no result given. Rule as the data show it, unless noted: active = cytotoxicity above about 50%; inactive = the rest. The order is random. About 3.4% of those tested had a hit in this group.

molecule	HPDE-C7K KRASV12	PMK inhibit	PMK inhibit pilot replicates	Alkaline phosphatase	HT1080 viability	LYP phosphatase	Bfl-1 displacement	Spn DPM-DC inh	Spn DPM-DC inh pilot screen %	Spn MK inh	Spn MK inh pilot replicates	HPDE-C7 cytotoxicity
Cc1c(CNCc2cccs2)c(C(=O)O)c(C)n1Cc1ccccc1	-14%	19	0.0	7%	0%	8%	5%	i	1.0	0	0.0	-22%
c1ccc2[nH]c(CSc3nc4ccccc4o3)nc2c1	16%	1	nt	5%	-3%	nt	3%	i	nt	7	nt	9%
COc1cccc(NC(=O)c2ccc(CN3CCN(c4ccccc4)CC3)cc2)c1	21%	5	nt	10%	3%	nt	-7%	i	nt	8	nt	8%
CCN(CCCNC(=O)C1CCC(=O)N1Cc1ccc(F)cc1)c1cccc(C)c1 (stereo not drawn)	-10%	11	nt	6%	-10%	2%	3%	i	nt	7	nt	-1%
O=C(CCSc1nnc(-c2ccncc2)o1)Nc1ccc(Cl)cc1	7%	0	nt	24%	0%	6%	1%	i	nt	10	nt	0%
CC1(c2ccc3c(c2)OCO3)NC(=O)N(CC(=O)NCCC2=CCCCC2)C1=O (stereo not drawn)	-9%	13	nt	2%	-3%	nt	2%	i	nt	4	nt	-8%
CCn1cc(C(=O)O)c(=O)c2cc(OC)ccc21	-5%	6	nt	10%	1%	5%	-5%	i	nt	11	nt	8%
C=CCSC1=N/C(=C\c2cc(OC)c3c(c2)OCO3)C(=O)S1	16%	2	nt	19%	-2%	13%	6%	i	nt	4	nt	10%
COc1ccc(C)c(Cn2c(-c3nonc3N)nc3ccccc32)c1	nt	0	nt	10%	19%	6%	-4%	i	nt	1	nt	nt
CC1CN(C(=O)c2cc3cc(Cl)cc(Cl)c3oc2=O)CC(C)O1 (stereo not drawn)	-12%	6	0.0	11%	-4%	-4%	-5%	i	1.5	2	0.0	-30%
COc1ccc(Cn2c3nc4ccccc4nc3c3c(=O)n(Cc4ccco4)c(C)nc32)cc1	5%	0	nt	6%	-3%	nt	-2%	i	nt	3	nt	4%
CCCCCCCC(=O)OCC(=O)[C@@]1(O)CC[C@H]2[C@@H]3CCC4=CC(=O)CC[C@]4(C)[C@H]3[C@@H](O)C[C@@]21C	-2%	7	3.5	14%	-8%	11%	-2%	i	0.0	3	0.0	-2%
CN1c2ccccc2N(C)C1c1c(O)ccc2ccccc12	-2%	4	nt	5%	-2%	nt	4%	i	nt	4	nt	10%
O=C(CC1Nc2ccccc2NC1=O)NCCCN1CCCCCC1 (stereo not drawn)	-4%	9	nt	8%	-5%	nt	-2%	i	nt	0	nt	-14%
O=C(CSc1n[nH]c(=O)n1C1CC1)Nc1cc(Cl)ccc1Oc1ccccc1	-19%	14	nt	0%	7%	17%	0%	i	nt	0	nt	-14%
CC(Oc1ccc2c(-c3ccccc3)cc(=O)oc2c1)C(=O)O (stereo not drawn)	7%	23	nt	5%	3%	7%	-3%	i	nt	0	nt	-2%
CC1=C(C(=O)Nc2ccccc2)C(c2ccco2)C(C#N)=C(SCC(=O)Nc2cccc(C)c2C)N1 (stereo not drawn)	80%*	6	5.0	12%	28%	-4%	-6%	i	2.0	3	0.5	67%*
Cn1cc(C2NC(=O)c3c(sc4c3CCCC4)N2)c2ccccc21 (stereo not drawn)	10%	6	4.0	20%	2%	-3%	-2%	i	0.0	0	0.0	13%
O=C(NCc1cccs1)C(NS(=O)(=O)c1cccc2nsnc12)c1ccccc1 (stereo not drawn)	-2%	14	nt	6%	3%	10%	-3%	i	nt	0	nt	-7%
COc1ccc(OC)c(NC(=O)CCNS(=O)(=O)c2cccs2)c1	-20%	0	0.5	1%	4%	-2%	-2%	i	0.0	10	0.0	-25%
COC(=O)C1=CN(CC2CCCO2)C=C(C(=O)OC)C1c1cc(OC)c(OC)c(OC)c1 (stereo not drawn)	9%	18	nt	-5%	1%	nt	-3%	nt	nt	1	nt	-1%
CCCCc1cc2c(c(NC(=O)CC)n1)c(=O)oc1ccccc12	-3%	6	nt	12%	7%	12%	-1%	i	nt	0	nt	3%
Cc1ccc2[nH]c(=O)c(N3CCOCC3)c(-c3ccccc3)c2c1	nt	4	nt	nt	0%	nt	nt	i	nt	8	nt	nt
Cc1ccc(N(C(=O)CNC(=O)c2ccco2)C(C(=O)NC2CCCC2)c2cccnc2)cc1C (stereo not drawn)	-1%	17	nt	15%	-21%	-1%	-6%	i	nt	10	nt	-6%
CC(C)(C)NC(=O)COC(=O)c1ccc(S(=O)(=O)N2CCCCCC2)cc1	3%	16	nt	9%	-1%	5%	0%	i	nt	0	nt	1%
CCn1c(SCC(=O)c2cc(C)n(CC3CCCO3)c2C)nc2ccccc21 (stereo not drawn)	12%	15	nt	1%	-5%	nt	-5%	i	nt	0	nt	6%
Cc1ccc(-n2[nH]c(C)c(C=Nc3ccc(C)cn3)c2=O)cc1	-9%	0	nt	-1%	2%	nt	9%	i	nt	13	nt	-22%
Cn1cnnc1SCC(=O)n1c2ccccc2c2ccccc21	-5%	42*	nt	10%	0%	17%	3%	i	nt	67*	nt	-6%
O=C(CN1CCN(c2ccccc2)CC1)Nc1cccc(C(F)(F)F)c1	5%	11	nt	-3%	-1%	-3%	-9%	i	nt	0	nt	-5%
CC(C)Oc1ccc(C2C(C(=O)c3ccco3)=C(O)C(=O)N2CCCN(C)C)cc1 (stereo not drawn)	7%	14	2.5	11%	5%	-5%	3%	i	0.0	11	0.0	-18%
COC(=O)C1C(=O)c2c([nH]c(C(=O)OCCOC(C)C)c2C)CC1C (stereo not drawn)	0%	22	4.5	0%	1%	nt	-5%	i	0.0	3	0.0	-6%
Cn1c(CSc2nc3ccccc3s2)nnc1SCC(=O)NCCN1CCOCC1	-14%	17	0.0	7%	4%	nt	-2%	i	0.5	9	0.0	-21%
CC(c1ccccc1)C(CC(=O)O)C(=O)NC1CCCCC1 (stereo not drawn)	1%	27*	nt	6%	3%	9%	-1%	i	nt	8	nt	-6%
Cc1ccc2c(c1)CC1(CN2C)C(=O)OC2(CCCCC2)OC1=O	-5%	14	nt	8%	1%	-2%	11%	i	nt	8	nt	-6%
O=C(O)c1ccc2c(c1)ncn2C1CCCCCC1	0%	19	nt	9%	-3%	nt	-2%	i	nt	0	nt	0%
O=c1c2c3nc4ccccc4nc3n(CCN3CCOCC3)c2ncn1CCN1CCOCC1	-7%	15	nt	16%	-3%	nt	1%	i	nt	6	nt	0%
O=C1CNC(=O)c2c(nc3n2CCC3)N1	-3%	6	nt	8%	8%	8%	4%	i	nt	7	nt	-9%
COC(=O)c1cc2sccc2n1CC(=O)N1CCCc2ccccc21	4%	11	nt	-4%	5%	-17%	-2%	i	nt	10	nt	-2%
CC1=C(C)CS(=O)N(c2ccc(S(N)(=O)=O)cc2)C1 (stereo not drawn)	3%	0	nt	6%	0%	5%	10%	i	nt	0	nt	-1%
Cc1c(Cl)cccc1NC(=O)CSCc1cc(=O)[nH][nH]1	-8%	4	nt	14%	7%	15%	5%	i	nt	6	nt	2%
COC(=O)CSc1nnc(-c2cccnc2)n1-c1cccc(OC)c1	-13%	14	nt	7%	17%	-4%	-3%	i	nt	14	nt	-1%
COc1ccc(C(=O)Nc2cc(Cl)ccc2Cl)c(OC)n1	-13%	9	nt	-9%	-18%	nt	-14%	i	nt	2	nt	-17%
COC(=O)Cn1c(CN2CCOCC2)nc2c1c(=O)[nH]c(=O)n2C	7%	5	nt	6%	-2%	14%	0%	i	nt	1	nt	2%
COc1ccc(S(=O)(=O)N2CCN(c3cc(-c4ccccc4)nc4ncnn34)CC2)cc1	-4%	10	nt	18%	0%	3%	-6%	i	nt	6	nt	10%
CN1CC[n+]2cnc3ccccc3c21	6%	10	2.0	4%	-3%	6%	8%	i	5.5	7	0.0	-18%
COc1cccc(-c2cc(C(=O)N3CCc4ccccc4C3)no2)c1	7%	9	6.0	22%	-8%	-25%	-6%	i	1.0	11	0.0	-11%
OC(CN1CCCCC1)Cn1c(C(F)(F)F)nc2ccccc21 (stereo not drawn)	-7%	7	3.5	12%	6%	-14%	-5%	i	2.0	7	0.5	-6%
Cc1ccc(CNC(=O)CCCNC(=O)c2ccc(Cl)cc2)n1C	2%	1	nt	8%	1%	-3%	-6%	i	nt	6	nt	4%
COC(=O)Cn1c(CCS(=O)(=O)c2ccc(C)c(C)c2)nc2ccccc21	4%	16	nt	2%	27%	7%	0%	i	nt	0	nt	-2%
O=C(C1COc2ccccc2O1)N1CCN(c2ccc(F)cc2)CC1 (stereo not drawn)	-11%	22	nt	0%	-4%	6%	5%	i	nt	6	nt	-9%
CCN(CCCNC(=O)c1c(C)cc(=O)oc1C)c1ccccc1	-8%	10	nt	32%	9%	6%	2%	i	nt	4	nt	-20%
COc1ccc(NC(=O)CN2CCN(CC(=O)Nc3cc(OC)cc(OC)c3)CC2)cc1	0%	4	3.0	0%	-4%	nt	1%	i	1.0	0	0.0	-11%
CCCc1cc(=O)[nH]c(Nc2ccc(OC)c(Cl)c2)n1	18%	9	4.5	16%	0%	4%	10%	i	0.5	7	0.0	8%
CC1CN(C(=O)c2ccc(C(=O)c3ccccc3)cc2)CC(C)O1 (stereo not drawn)	2%	10	nt	4%	0%	10%	-1%	i	nt	2	nt	11%
CO[C@@]1(NC(=O)CSCC#N)C(=O)N2C(C(=O)O)=C(CSc3nnnn3C)CS[C@@H]21	0%	6	1.5	16%	-2%	4%	1%	i	0.0	2	1.0	10%
CN(C)c1nc(SCC#N)nc(N(C)C)n1	22%	0	nt	7%	0%	6%	-2%	i	nt	0	nt	6%

Part of the list above in order of length of the SMILES, smallest number first:
molecule	HPDE-C7K KRASV12	PMK inhibit	PMK inhibit pilot replicates	Alkaline phosphatase	HT1080 viability	LYP phosphatase	Bfl-1 displacement	Spn DPM-DC inh	Spn DPM-DC inh pilot screen %	Spn MK inh	Spn MK inh pilot replicates	HPDE-C7 cytotoxicity
CN(C)c1nc(SCC#N)nc(N(C)C)n1	22%	0	nt	7%	0%	6%	-2%	i	nt	0	nt	6%
CCCc1cc(=O)[nH]c(Nc2ccc(OC)c(Cl)c2)n1	18%	9	4.5	16%	0%	4%	10%	i	0.5	7	0.0	8%
CC1CN(C(=O)c2ccc(C(=O)c3ccccc3)cc2)CC(C)O1 (stereo not drawn)	2%	10	nt	4%	0%	10%	-1%	i	nt	2	nt	11%
